BL2 CD40 inh: CD40 pathway inhibition in BL2 cells; BL2 NF-kB luciferase reporter, CD40L-induced, 4 h; inhibition, % at 10 µM; hit rate 0.94% among 83,000; AID 1053188;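 active = mean inhibition of at least 50% with a set share of replicates also reaching that level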;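 also: 0% = neutral control wells and 100% = IKK inhibitor VII at 50 µM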
An asterisk follows results filed as active; & = joins results of further samples; [ ] = dose if it differs, or a comment.

Sample of the layout:
SMILES | BL2 CD40 inh
S=c1[nH]nc(Nc2ccccc2Cl)s1 | 22
Cc1noc(C)c1Cc1ccc(O)cc1 | 3
COc1ccc(OC)c2c1sc(=NC(=O)C(C)C)n2C | 1

Main list, from the first entry:
SMILES | BL2 CD40 inh
S=c1[nH]nc(Nc2ccccc2Cl)s1 | 22
Cc1noc(C)c1Cc1ccc(O)cc1 | 3
COc1ccc(OC)c2c1sc(=NC(=O)C(C)C)n2C | 1
CC1(C)CC(=O)C(C(c2ccncc2)C2C(=O)CC(C)(C)CC2=O)C(=O)C1 | 9
CCN(CC)CCC(O)(c1ccc2c(c1)OCO2)c1cc(OC)c(OC)c(OC)c1 (stereo not given) | -1
CO[C@H]1CN(C)C(=O)c2ccc(NS(C)(=O)=O)cc2OC[C@H](C)N(CC2CC2)C[C@@H]1C | 0[25 µM]
CCc1csc(N2[C@H](CO)[C@H](c3ccccc3)[C@@H]2CNC)n1 | 17[25 µM]
O=S(=O)(c1ccc(F)cc1)N1CCCCN2[C@@H](CO)[C@@H](c3ccc(-c4cncnc4)cc3)[C@@H]2C1 | -1[25 µM]
COC(=O)C[C@@H]1C[C@@H]2c3cc(N)ccc3O[C@@H]2[C@H](CO)O1 | 4[25 µM]
COc1ccccc1CNc1nc(NCc2ccccc2OC)c2sccc2n1 | 5
CCCC(C)NC(=O)c1c2c(nc3ccccc13)CCC2 (stereo not given) | -7
O=c1[nH]c2ccc(S(=O)(=O)N3CCCCC3)cc2[nH]c1=O | 7

The final 2 entries of the part above open the next one:
SMILES | BL2 CD40 inh
CCCC(C)NC(=O)c1c2c(nc3ccccc13)CCC2 (stereo not given) | -7
O=c1[nH]c2ccc(S(=O)(=O)N3CCCCC3)cc2[nH]c1=O | 7
COc1cc(C(=O)OCC(=O)N2CCC(Cc3ccccc3)CC2)cc(OC)c1OC | 3
CO[C@@H]1CC[C@@H]2CCOc3ccc(C#N)cc3C(=O)N(C)[C@H](C)C(=O)N(C)C[C@@H]1O2 | 9[25 µM]
O=C(Oc1ccccc1)N1CCN(C(=O)c2ccco2)CC1 | 12
COc1cc2c(cc1OC)CN(C(=O)c1ccc(S(=O)(=O)N(C)c3ccccc3)cc1)CC2 | 11
CS(=O)(=O)c1cccc(-c2nnc(NC(=O)c3ccc(S(=O)(=O)N4CCCC4)cc3)o2)c1 | -5
O=C1c2ccccc2C(O)(c2ccccc2)N1c1ccc([N+](=O)[O-])cc1Cl (stereo not given) | 6
CCNC(=O)C(CCSC)NS(=O)(=O)c1ccc(C)cc1 (stereo not given) | 13
COc1cccc(CNC(=O)CN2C(=O)c3ccccc3S2(=O)=O)c1 | -7
O=C(CN1C(=O)COc2ccccc21)NCCCN1CCN(Cc2ccccc2)CC1 | 4
COc1ccc(-c2ccccc2[C@@H]2[C@@H](C#N)N(C(=O)C3CCOCC3)[C@H]2CO)cc1 | -14[25 µM]
Cc1ncn(C23CC4CC(CC(O)(C4)C2)C3)n1 | 14
COCC(=O)Nc1ccc2c(c1)C(=O)N(C)C[C@@H](OC)[C@H](C)CN(CCc1ccccc1)[C@H](C)CO2 | -4[25 µM]

Remaining list, next part
SMILES | BL2 CD40 inh
C[C@@H]1CN([C@@H](C)CO)S(=O)(=O)c2ccc(C#CCN(C)C)cc2O[C@@H]1CN(C)C(=O)CN(C)C | 1[25 µM]
O=C(Nc1sc2c(c1C(=O)O)CCCC2)c1cccs1 | -51
CC1CCC(NC(=O)COC(=O)CNC(=O)c2ccc3ccccc3c2)CC1 (stereo not given) | 8
COc1cccc(NC(=O)C[C@@H]2CC[C@H]3[C@@H](COc4ccc(NC(=O)C5CC5)cc4C(=O)N3C)O2)c1 | -11[25 µM]
COc1ccccc1N(CC(=O)NCCN1CCOCC1)S(=O)(=O)c1ccc(C)cc1 | 0
CC(C)NC(=O)N1C[C@@H]2[C@H](c3ccccc31)[C@H](CO)N2C(=O)c1cccnc1 | -6[25 µM]
O=C(c1cnc2n(c1=O)CCS2)N1CCCc2ccccc21 | 13
CCN(C(=O)COC(=O)CNC(=O)c1ccc(Cl)cc1Cl)c1c(N)n(Cc2ccccc2)c(=O)[nH]c1=O | 3
O=C(COc1ccc(Cl)cc1Br)NC(=O)NC1CCCC1 | -84
CC(C)OCCCNS(=O)(=O)c1ccc2c(c1)OCCO2 | 2
COc1ccccc1NC(=O)N1C[C@@H]2[C@H](c3ccccc31)[C@H](CO)N2Cc1ccc2c(c1)OCO2 | 11[25 µM]
CSc1ccc(CN(C)C(=O)CN2C(=O)NC3(CCCC3)C2=O)cc1 | -6

Further compounds:
SMILES | BL2 CD40 inh
O=C(CCNC(=O)c1ccco1)Nc1nc(-c2ccccc2)cs1 | -72
O=C(Nc1ccc(S(=O)(=O)NC2=NCCCCC2)cc1)c1ccco1 | 8
CC(=O)OC1C=CCC2C(=O)c3cccc(O)c3C(O)C12 (stereo not given) | -7
Nn1c(SCC(=O)Nc2nnc(-c3ccccc3)o2)nnc1C1CC1 | 4
C[C@@H]1CN([C@@H](C)CO)C(=O)c2c(c3ccccc3n2C)-c2ccccc2CO[C@H]1CN(C)C | -2[25 µM]
CC(=O)N1[C@H](CO)[C@H](c2ccccc2)[C@H]1CN(C)S(=O)(=O)c1ccccc1 | 2[25 µM]
O=C(CCN=C1NS(=O)(=O)c2ccccc21)OCc1nnc(-c2ccc([N+](=O)[O-])cc2)o1 | 8
O=C(NCCc1cccnc1)c1cc(COc2ccc(F)cc2F)on1 | 9
O=C(CSc1nnc(CNC(=O)c2c(F)cccc2F)o1)c1ccc(Cl)cc1 | 1
O=C(C[C@@H]1C[C@H]2c3cc(NC(=O)Nc4ccccc4)ccc3O[C@H]2[C@@H](CO)O1)NCCN1CCCCC1 | -7[25 µM]
O=c1[nH]oc(O)c1-c1ncc(C(F)(F)F)cc1Cl | 3
COc1ccc(CC(=O)Nc2nc(C)cs2)cc1S(=O)(=O)N1CCOCC1 | 3

The list goes on:
SMILES | BL2 CD40 inh
C[C@H](CO)N1C[C@H](C)[C@H](CN(C)S(=O)(=O)c2ccccc2)OCCCC[C@H](C)Oc2ccc(NC(=O)Nc3ccc4c(c3)OCO4)cc2C1=O | 3[25 µM]
O=C(N/N=C/c1cnc(N2CCCCC2)s1)c1ccc(C(F)(F)F)cc1 | 6
Cc1nc(N[C@@H](Cc2ccccc2)C(=O)O)c2oc3ccccc3c2n1 | 17
CC1CCN(C(=O)c2ccc(S(=O)(=O)N3CCCCCC3)cc2)CC1 | 5
Cc1ccccc1S(=O)(=O)N(C)C[C@H]1OCc2ccccc2-c2ccccc2C(=O)N([C@H](C)CO)C[C@@H]1C | 2
CCN(C[C@@H]1[C@@H](c2ccccc2)[C@H](CO)N1C(=O)COC)S(C)(=O)=O | -7[25 µM]
C[C@@H]1CCCCO[C@H](CN(C)C(=O)Nc2ccccc2)[C@H](C)CN([C@@H](C)CO)C(=O)c2cc(NC(=O)Nc3ccc4c(c3)OCO4)ccc2O1 | -11
COc1ccc2c3c1OC1CC(O)C=CC31CCN(C)C2 (stereo not given) | -12[25 µM]
C[C@H](CO)N1C[C@H](C)[C@H](CN(C)Cc2ccc(-c3ccccc3)cc2)OCc2ccccc2-c2c(n(C)c3ccccc23)C1=O | -1
CCCCn1c(N)c(N(CC(C)C)C(=O)c2cccc(S(=O)(=O)N(C)c3ccc(C)cc3)c2)c(=O)[nH]c1=O | 17
CC(=O)Nc1ccc(NC(=O)CSc2nnc(C3CC3)n2-c2ccccc2)cc1 | 5
O=C(NC1CCCCC1)N1CCc2[nH]c3ccccc3c2C1 | -46

Going on with the list:
SMILES | BL2 CD40 inh
C/C=C/c1ccc([C@@H]2[C@H](C#N)N(C(=O)c3cccnc3)[C@H]2CO)cc1 | -15[25 µM]
O=C1c2cccc3cc([N+](=O)[O-])cc(c23)C(=O)N1/N=C/c1ccc(O)cc1O | 4
COc1ccc(CN2[C@H](CO)[C@H]3c4ccccc4N(C(=O)Nc4ccc(F)cc4)C[C@H]32)cc1 | 8[25 µM]
O=C(NCCCN1CCOCC1)c1cc(-c2ccc(F)cc2)no1 | 5
Cc1ccc(CNC(=O)C(=O)NCCC2CCCCN2S(=O)(=O)c2ccccc2)cc1 (stereo not given) | -1
CCOc1ccc(S(=O)(=O)N2CCCCC2)cc1NC(=O)C1=COCCO1 | 3
CCOc1ccc(N(CC(=O)Nc2nccs2)S(=O)(=O)c2c(C)noc2C)cc1 | 14
COc1ccc(C(=O)Nc2nnc(S(=O)(=O)Cc3ccccc3)s2)cc1 | 6
CCCCn1c(N)c(N(CCOC)C(=O)c2ccc(NC3CC3)c([N+](=O)[O-])c2)c(=O)[nH]c1=O | 2
Cc1cc(C)nc(N2N=C(c3ccccc3)CC2=O)n1 | 12
CN1CCN(C(=O)C[C@@H]2CC[C@@H]3[C@H](COc4ccc(NC(=O)c5cccs5)cc4C(=O)N3C)O2)CC1 | -5[25 µM]
O=C(CN1C(=O)NC2(CCCc3ccccc32)C1=O)Nc1cc(F)ccc1F (stereo not given) | 8

The listing continues.
SMILES | BL2 CD40 inh
COc1ccc(CNC(=O)C(C#N)c2nc3ccccc3nc2N2CCCC2)cc1 (stereo not given) | 7
O=C(CSc1ccc(-c2ccc(-n3cccn3)cc2)nn1)Nc1ccccc1F | -36
CCOC(=O)C1CCCN(C(=O)c2ccc3ncsc3c2)C1 (stereo not given) | 0
COc1ccccc1CN(C)C(=O)c1ccc(S(=O)(=O)Nc2c(C)n(C)n(-c3ccccc3)c2=O)cc1 | 4
CC(=O)Nc1ccc(S(=O)(=O)NCC(=O)OCC(=O)NCc2ccco2)cc1 | 9
C[C@H](CO)N1C[C@H](C)[C@H](CN(C)C(=O)[C@H]2CCCN2C)OCc2ccccc2-c2c(n(C)c3ccccc23)C1=O | -8[25 µM]
Cc1ccc(S(=O)(=O)N(C)C)cc1NC(=O)COC(=O)C1=COCCO1 | 3
NC(=O)c1ccc(OCC(=O)N2CCNC2=O)cc1 | 5
Cc1ccc(C(=O)N(CCc2ccccc2)Cc2ccccc2)cc1S(=O)(=O)N1CCCCC1 | -3
Cc1nc(C(F)(F)F)ccc1C(=O)Nc1ccc2ccccc2n1 | -24
O=C(C[C@@H]1CC[C@H](NC(=O)CN2CCOCC2)[C@@H](CO)O1)NC1CCC1 | 4[25 µM]
Cc1nc(CN(C)C(=O)c2cc(COc3c(F)cccc3F)on2)cs1 | 0

Remaining list, next part
SMILES | BL2 CD40 inh
C/C=C/c1ccc(C2[C@H]3CNC[C@@H]2N3S(=O)(=O)c2ccc(C)cc2)cc1 (stereo not given in full) | -2&-2
CC(=O)N1CCCc2cc(S(=O)(=O)N3CCCC3)ccc21 | 4
Cc1cccc(NC(=O)CCc2nc3sc4c(c3c(=O)[nH]2)CCCC4)c1 | 1
CSCC[C@H](NC(=O)COc1ccc(Cl)cc1)c1nc2ccccc2[nH]1 | -3
Cc1cc(Nc2ccc(N3CCC(C)CC3)cc2)n2ncnc2n1 | 9
CN1c2ccc(-c3cccc(C#N)c3)cc2[C@H]2[C@H](CCN2C(=O)NC2CCCCC2)[C@H]1CO | 1
Cc1c(C(=O)NCCN2CCOCC2)oc2ccc(S(=O)(=O)N3CCCCCC3)cc12 | 8
COc1ccccc1CNC(=O)C(=O)NCCC1CCCCN1S(=O)(=O)c1ccccc1 (stereo not given) | -1
O=C(O)CN1CCN(C(c2ccccc2)c2ccccc2)CC1 | 4
O=C(NCc1ccc2c(c1)OCO2)C1(S(=O)(=O)c2ccccc2)CC1 | -4
CCCCNC(=O)CN(c1cccc(F)c1)S(C)(=O)=O | 10
C/C=C/Cn1c(SC)nc2c1c(=O)[nH]c(=O)n2C | 12

New compounds follow
SMILES | BL2 CD40 inh
CCOC(=O)c1[nH]c2ccccc2c1NC(=O)c1ccc2c(c1)OCO2 | 2
COc1cccc(C(NC(C)=O)c2nc(-c3ccccc3)cs2)c1 (stereo not given) | 8
CSCCC(NS(=O)(=O)c1ccccc1F)C(=O)NCc1cccnc1 (stereo not given) | 8
COCC(=O)Nc1ccc2c(c1)C(=O)N(C)[C@@H]1CC[C@@H](CC(=O)NCCCN(C)C)O[C@H]1CO2 | -27[25 µM]
O=C(Nc1cccnc1)c1ccc(S(=O)(=O)c2ccc(Cl)cc2)cc1 | -8
COc1ccc(-n2nnnc2CNC(=O)C2CC(=O)N(c3ccc(Cl)cc3)C2)cc1 (stereo not given) | -15
O=C(CSc1ncnc2sccc12)N1CCCCC1 | -67
CC(=O)N(Cc1cccc(F)c1)C[C@H]1[C@@H](c2ccccc2)[C@@H](CO)N1C(C)=O | -1[25 µM]
COc1ccc(NC(=O)CN(C)C(=O)c2cc(S(=O)(=O)N(C)C)ccc2N2CCCC2)cc1 | -4
COc1cc2nc(N3CCN(C(=O)C4CCCO4)CC3)nc(N)c2cc1OC (stereo not given) | -8&-1
O=C(c1ccccn1)N1CC[C@@H]2[C@H]1c1cc(Br)ccc1N[C@@H]2CO | 9[25 µM]
CN(C)C(=O)c1cccc(-c2ccc([C@@H]3[C@H]4CN(C(=O)C5CCCC5)CC(=O)N4[C@H]3CO)cc2)c1 | 10

Other records
SMILES | BL2 CD40 inh
CC(=O)N1CCc2ccc(N)cc21 | -19
O=C(O)CCSc1nc2ccccc2s1 | 14
O=C(Oc1ccc(-c2ccccc2)cc1)c1ccco1 | -23
CCCCn1c(N(CCOC(C)=O)C(C)=O)nc2ccccc21 | 12
CCCCNC(=O)C1(C)CCCCN1C(=O)c1csnn1 (stereo not given) | 1
Nc1ccc(Oc2ccc(N)c([N+](=O)[O-])c2)cc1[N+](=O)[O-] | -3
N#Cc1c2ccc(OCC(N)=O)cc2n2ccccc12 | -2
Cn1ccc(-c2cc(C(=O)O)c3ccccc3n2)n1 | 0

Single entries from the entries so far.
BL2 CD40 inh, O=C(Oc1ccc(-c2ccccc2)cc1)c1ccco1 = -23
BL2 CD40 inh, Nc1ccc(Oc2ccc(N)c([N+](=O)[O-])c2)cc1[N+](=O)[O-] = -3
BL2 CD40 inh, CCCCn1c(N(CCOC(C)=O)C(C)=O)nc2ccccc21 = 12

Of the compounds above, two have bromine:
SMILES | BL2 CD40 inh
O=C(COc1ccc(Cl)cc1Br)NC(=O)NC1CCCC1 | -84
O=C(c1ccccn1)N1CC[C@@H]2[C@H]1c1cc(Br)ccc1N[C@@H]2CO | 9[25 µM]

The list is partial. The share of hits here may be higher or lower than overall.
